# From PubChem BioAssay
# CSN deneddyl inh: inhibitors of CSN-mediated cullin deneddylation, primary screen, biochemical, fluorescence polarization, uHTS; COP9 signalosome complex subunit 5 (Homo sapiens), Q92905; Purified CSN, SCF-Nedd8-OG deneddylation; inhibition, % at 12.5 µM; actives 0.38% (n = 360,000); AID 651999, 2013;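 active = pattern-corrected inhibition above about 35%, with an unprinted fluorescence ratio check between 0.5 and 1.5, limit read from the data, passing the limit was not always enough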;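 also: 0% = enzyme with substrate and 100% = substrate without enzyme; some results filed as inactive read as strong as hits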
# Target sequence (Q92905 whole entry, looked up, one chain of several): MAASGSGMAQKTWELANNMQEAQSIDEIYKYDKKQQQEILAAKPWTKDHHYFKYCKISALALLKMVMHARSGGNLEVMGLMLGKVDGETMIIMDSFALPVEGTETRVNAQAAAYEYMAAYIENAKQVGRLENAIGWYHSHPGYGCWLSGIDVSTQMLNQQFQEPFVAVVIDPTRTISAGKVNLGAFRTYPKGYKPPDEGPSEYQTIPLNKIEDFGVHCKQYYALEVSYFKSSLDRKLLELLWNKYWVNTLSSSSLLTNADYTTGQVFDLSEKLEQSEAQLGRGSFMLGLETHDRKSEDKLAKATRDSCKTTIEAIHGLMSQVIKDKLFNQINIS
#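 assay system = purified human Csn5 enzyme expressed in HEK293T cells | amount = 0.24 nM enzyme | buffer or medium = Tris/NaCl/DTT buffer, pH 7.5 | reagent = 10 nM SCFSkp2-Nedd8OG | compound = one concentration, 12.5 µM, 0.25% DMSO | times = 90 min reaction at room temperature | signal = FP | read-out basis = % inhibition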
# eLon inh: inhibitors of E. coli Lon protease, primary screen, biochemical, fluorescence polarization | P0A9M0 | purified E. coli Lon protease | inhibition, % at 7.94 µM | actives 0.42% (n = 360,000); in the data active = inhibition above about 13%, passing the limit was not always enough;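 also: 0% = enzyme with probe and DMSO and 100% = no enzyme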
# FAS TE block: FAS thioesterase domain inhibitors, primary screen, biochemical, fluorescence intensity, uHTS | AID 602261, 2012 | recombinant FAS-TE, OMFH fluorogenic substrate, fluorescence endpoint | actives 0.67% (n = 360,000) | inhibition, % at 15 µM | Fatty acid synthase (Homo sapiens), P49327;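 active = compounds whose normalised, plate-corrected inhibition of enzyme fluorescence in the single-dose primary screen is 50% or more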;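 also: 0% = DMSO with enzyme and 100% = substrate without enzyme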
# TbMetRS inhib: T. brucei MetRS inhibitors, primary screen, biochemical, luminescence. AID 624268, 2012. methionyl-tRNA synthetase (Trypanosoma brucei brucei). actives 0.4% (n = 360,000). purified T. brucei MetRS, ATP depletion, Kinase-Glo luminescence. inhibition, % at 11.9 µM;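 active = inhibition above a per-plate cutoff of the control wells' mean inhibition plus 3 SD, cut at about 5.5% in these data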;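 also: 0% = DMSO wells median and 100% = median of wells with control inhibitor compound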
#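 Dosing: 11.9 µM compound single dose, 0.9% DMSO; Assay system: purified T. brucei MetRS enzyme; Measured by: Kinase-Glo luciferase luminescence reporting remaining unconsumed ATP; Schedule: 15 min plus 2 h at 25 °C.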
# bovine MsrA act: bovine MsrA enzyme activators, primary screen, biochemical, absorbance, HTS. purified bovine MsrA, absorbance read-out. actives 0.3% (n = 360,000). Methionine sulfoxide reductase A (Bos taurus). activation, % at 10.6 µM; in the data active = activation above about 7.5%;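 also: 0% = vehicle and 100% = reference activator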
# PABP1 MLLE inh: inhibitors of PABP1 MLLE–PAM2 peptide binding, primary screen, biochemical, fluorescence polarization, FITC-PAM2, GST-MLLE. inhibition, % at 20 µM. actives 0.36% (n = 360,000). AID 588489, 2011; in the data active = inhibition above about 35%, passing the limit was not always enough;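 also: plate controls were DMSO wells with GST-MLLE for no effect and wells lacking GST-MLLE protein for full effect; some results filed as inactive read as strong as hits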
# Target sequence (P11940 whole entry, looked up): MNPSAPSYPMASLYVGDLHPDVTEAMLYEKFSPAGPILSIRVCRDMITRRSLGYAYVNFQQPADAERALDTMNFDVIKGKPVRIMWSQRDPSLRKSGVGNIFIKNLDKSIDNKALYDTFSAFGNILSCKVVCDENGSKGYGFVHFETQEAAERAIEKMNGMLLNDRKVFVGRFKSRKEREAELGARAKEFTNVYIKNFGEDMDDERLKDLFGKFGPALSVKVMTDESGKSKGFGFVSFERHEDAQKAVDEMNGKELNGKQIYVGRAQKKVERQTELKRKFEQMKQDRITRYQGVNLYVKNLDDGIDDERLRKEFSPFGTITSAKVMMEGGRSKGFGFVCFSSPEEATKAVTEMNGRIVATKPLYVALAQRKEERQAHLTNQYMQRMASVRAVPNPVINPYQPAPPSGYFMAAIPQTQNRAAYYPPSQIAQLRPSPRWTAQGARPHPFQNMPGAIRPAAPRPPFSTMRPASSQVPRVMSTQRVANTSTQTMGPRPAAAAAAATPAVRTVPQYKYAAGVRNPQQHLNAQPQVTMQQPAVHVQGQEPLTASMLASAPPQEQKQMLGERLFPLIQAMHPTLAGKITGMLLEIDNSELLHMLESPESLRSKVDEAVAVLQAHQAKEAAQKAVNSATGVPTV
# Neddylation inh: inhibitors of cullin neddylation, primary screen, biochemical, TR-FRET, uHTS, NAE and Ubc12; actives 0.58% (n = 360,000); calls only at 25 µM; in the data active = inhibition above about 36%
# MsrA inh: bovine MsrA enzyme inhibitors, primary screen, biochemical, absorbance, HTS; purified bovine MsrA, absorbance read-out; inhibition, % at 15.5 µM; actives 0.75% (n = 360,000); Methionine sulfoxide reductase A (Bos taurus); in the data active = inhibition above about 4.5%;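 also: 0% = vehicle wells with enzyme and 100% = reference inhibitor wells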
# Rin1 Abl inh: inhibitors of Rin1-Abl protein binding, primary screen, biochemical, TR-FRET; Tyrosine-protein kinase ABL1 (Homo sapiens) + Ras and Rab interactor 1 (Homo sapiens), …; actives 0.4% (n = 360,000); inhibition, % at 7.35 µM; in the data active = inhibition above about 5%, passing the limit was not always enough
# An asterisk follows results filed as active; i = inactive; nt = not tested or not shown.
smiles | CSN deneddyl inh | bovine MsrA act | TbMetRS inhib | Neddylation inh | MsrA inh | FAS TE block | eLon inh | Rin1 Abl inh | PABP1 MLLE inh
CCOc1ccc(N(CC(=O)NN=C2CCN(C)CC2)S(=O)(=O)c2ccc(Br)cc2)cc1 | -4 | -1 | -0.5 | i | -0.1 | 6 | -1 | -1 | -18
Cc1ccccc1OCC(=O)N/N=C/c1cccc2cccnc12 | 0 | -7 | -0.6 | i | 0.2 | 1 | -6 | -3 | -8
COc1ccc(C2=NN(C(=O)CCC(=O)O)C(c3ccccc3)C2)cc1 (stereo not drawn) | 0 | -3 | -0.6 | i | -0.5 | 1 | -9 | 2 | -4
O=[N+]([O-])c1ccc(NN=C(C2CC2)C2CC2)c([N+](=O)[O-])c1 | -1 | -1 | 0.1 | i | -0.3 | -2 | 3 | -7 | -21
CN(C)c1cccc(NC(=O)Cc2ccc(F)cc2)c1 | 1 | -3 | -0.4 | i | -1.3 | -1 | -6 | 0 | 6
O=C(Nc1ccc2c(c1)OCCO2)C1CCN(S(=O)(=O)Cc2ccccc2)CC1 | 2 | -3 | 0.2 | i | 0.7 | 3 | -1 | -1 | 5
Cn1c(=O)n(C)c2cc(/C=N/n3cnnc3)ccc21 | 1 | 0 | -0.1 | i | 3.5 | -10 | 4 | 0 | -1
Cc1cc(C)c2c(n1)nn1c(NCCOCCO)cc(C)nc21 | 3 | -5 | -0.3 | nt | 0.4 | 0 | -11 | 0 | 1
ON=C(c1ccccc1)c1ccc2c3c(cccc13)CC2 | 8 | -3 | 0.0 | i | 0.0 | 9 | -5 | -3 | 1
COc1ccc(-c2noc(COc3ccc4c(c3)OCO4)n2)cc1OC | -2 | -8 | -0.6 | i | 0.5 | 18 | 4 | 0 | -5
COc1cc(C(N)=O)cc(Cl)c1OC | 0 | -5 | -0.4 | i | 0.3 | -11 | 2 | 1 | 1
COc1ccc(NC(=O)c2cc3ccc4c5ccccc5[nH]c4c3cc2O)cc1 | 0 | -2 | -0.3 | i | 0.1 | 3 | 2 | 2 | 8
CCOc1ccc(N(CC(=O)Nc2ccc(OC)cc2)S(C)(=O)=O)cc1 | 7 | -4 | -1.3 | i | -0.5 | -5 | -2 | 0 | -8
Cc1cccc2cc(C3CC(c4cccs4)=NN3C(=O)CCC(=O)O)c(Cl)nc12 (stereo not drawn) | -3 | -3 | 0.5 | i | -0.3 | -4 | -14 | -2 | 0
CCOc1ccc(OCCOCCN2CCOCC2)cc1 | 5 | -7 | -0.2 | i | -1.1 | -8 | 0 | -3 | 3
CCOc1ccc(N(CC(=O)Nc2cc(OC)cc(OC)c2)S(=O)(=O)c2c(C)[nH]c(=O)[nH]c2=O)cc1 | -2 | -5 | -0.6 | i | 0.9 | 0 | 15 | 2 | 10
CN(Cc1ccccc1)C(=O)c1ccc(Nc2nc(C(N)Cc3ccc(C(F)(F)F)cc3)cs2)nc1 (stereo not drawn) | 1 | -1 | -0.3 | i | -1.3 | -22 | 0 | -2 | -23
CCOc1ccccc1-c1nc2c(s1)CCc1onc(-c3ccc(OC)cc3)c1-2 | 3 | -3 | -0.2 | i | -0.5 | 26 | 7 | 0 | 8
CN1CCC2(CC1)N=C(c1ccc(F)cc1)C(=S)N2C(=O)c1ccccc1 | -5 | -3 | -0.3 | i | 0.5 | 10 | -6 | -1 | 27
CC(=O)Nc1ccc(S(=O)(=O)NCCC(=O)NNC(=O)c2ccncc2)cc1 | 0 | -2 | -0.3 | i | -0.6 | -8 | 7 | 2 | 11
Cc1ccc(S(=O)(=O)Nc2c(NC3CCCCC3)c3ccccc3oc2=O)c(C)c1 | -4 | -3 | -0.2 | i | nt | 18 | -1 | 0 | 9
COc1ccccc1Oc1ccc2c(c1)C(=O)N(c1ccc(O)cc1)C2=O | 9 | -2 | -0.6 | i | 0.5 | -16 | 6 | 3 | 4
Cc1ccc(/C=N/NC(=O)Cc2cccs2)o1 | -14 | -5 | -1.1 | i | 1.2 | -9 | 0 | -4 | 13
COc1cc(C)c(C(C)C)cc1S(=O)(=O)n1ccnc1 | -2 | -10 | -1.7 | i | -0.6 | -5 | 0 | -8 | -1
O=C(NNCc1ccccc1)c1ccccc1 | -3 | -1 | -0.1 | i | -0.3 | -8 | 2 | 2 | -5
CCOC(=O)N1CCN(S(=O)(=O)c2ccc3c(c2)CCN3C(=O)C2CCC2)CC1 | 0 | -6 | 0.1 | i | nt | 7 | -16 | 1 | 9
CC(=O)Nc1ccc(NC(=O)C(C)OC(=O)CNS(=O)(=O)c2cccc(Cl)c2)cc1 (stereo not drawn) | -9 | -3 | 0.2 | i | 0.8 | -2 | -2 | -1 | -7
CCC(=O)/C=C1/Sc2ccc(OC)cc2N1CCO | -2 | -5 | 0.1 | i | 4.2 | -6 | -7 | 2 | 45*
Cc1cc(N2CCC(N(C)C3CCCC3)CC2)nc2cc(O)ccc12 | -3 | -5 | -0.7 | nt | -0.3 | -11 | -4 | -3 | -16
Cc1ccc(-n2c(SCC(=O)N3CC(=O)Nc4ccccc43)nc3ccccc3c2=O)cc1 | 5 | -4 | -0.4 | i | -1.2 | 16 | -10 | -1 | 1
COC(=O)c1ccc(COc2ccccc2/C=C(\C#N)C(=O)Nc2c(C)cc(C)cc2C)cc1 | -2 | 1 | 0.3 | i | 1.7 | 36 | 2 | 1 | 0
COc1ccc(OC)c(NC(=O)CSc2nc3cccnc3n2C)c1 | 4 | -3 | -0.3 | i | -0.8 | -4 | 8 | -4 | -6
Cc1ccc(NC(=S)NCCc2ccccc2)nc1 | -2 | -10 | -1.5 | i | 1.7 | 9 | -3 | 5 | -53
COc1cc(OC)cc(-c2cc3nc4c(c(N5CCN(c6ncccn6)CC5)n3n2)CCCC4)c1 | -1 | -1 | -0.2 | i | 1.9 | 32 | -5 | 3 | 18
CCNc1nc(SCC(=O)Nc2ccccc2)nc(N2CCOCC2)n1 | -2 | -1 | -0.1 | i | -0.4 | -2 | -3 | -2 | 21
CC(NS(=O)(=O)c1ccc(Cl)c(Cl)c1)C(=O)Nc1cccnc1 (stereo not drawn) | -2 | -6 | -0.6 | i | -0.4 | -1 | 0 | 1 | 12
CSc1ccccc1-n1nnnc1SCC(=O)Nc1ccccc1C | -1 | -3 | -0.4 | i | -1.1 | -1 | -7 | 2 | 6
COc1ccc(C(C(=O)NCc2ccccc2)N(Cc2ccc3c(c2)OCO3)C(=O)c2cnccn2)cc1 (stereo not drawn) | -2 | -2 | 0.4 | i | 0.0 | 16 | -6 | -1 | -5
O=C(CN1CCN(c2ccccn2)CC1)Nc1cccc(F)c1 | 1 | nt | nt | i | -1.8 | -1 | nt | nt | 12
COc1ccc(N(CC(=O)NCC2CCCO2)S(=O)(=O)c2ccccc2)cc1OC (stereo not drawn) | 1 | -1 | -0.2 | i | -1.3 | -1 | -1 | 4 | 1

# The final 4 records of the section before open the next one.
smiles | CSN deneddyl inh | bovine MsrA act | TbMetRS inhib | Neddylation inh | MsrA inh | FAS TE block | eLon inh | Rin1 Abl inh | PABP1 MLLE inh
CSc1ccccc1-n1nnnc1SCC(=O)Nc1ccccc1C | -1 | -3 | -0.4 | i | -1.1 | -1 | -7 | 2 | 6
COc1ccc(C(C(=O)NCc2ccccc2)N(Cc2ccc3c(c2)OCO3)C(=O)c2cnccn2)cc1 (stereo not drawn) | -2 | -2 | 0.4 | i | 0.0 | 16 | -6 | -1 | -5
O=C(CN1CCN(c2ccccn2)CC1)Nc1cccc(F)c1 | 1 | nt | nt | i | -1.8 | -1 | nt | nt | 12
COc1ccc(N(CC(=O)NCC2CCCO2)S(=O)(=O)c2ccccc2)cc1OC (stereo not drawn) | 1 | -1 | -0.2 | i | -1.3 | -1 | -1 | 4 | 1
COC(C(=O)Nc1cccc([N+](=O)[O-])c1)c1ccccc1 (stereo not drawn) | -2 | -4 | 0.0 | i | 1.0 | 17 | -6 | 1 | 23
COc1ccc(N2CCN(C3CCCN(Cc4cccc(OC)c4)C3)CC2)cc1 (stereo not drawn) | 4 | -4 | -0.4 | i | 0.0 | 2 | -8 | 1 | -14
CC(=O)OCc1nc2sc3c(c2c(=O)[nH]1)CCCC3 | 1 | -3 | -0.7 | i | 0.7 | -10 | -8 | 3 | 6
COc1cccc(Nc2nc(CN3CCOCC3)nc3sc4c(c23)CCCC4)c1 | -2 | -2 | -0.8 | i | 1.0 | 3 | -12 | 0 | 2
COc1ccc(-c2oc3ccc(-c4cc(OC)c(OC)c(OC)c4)cc3c2C#Cc2ccccn2)cc1 | -1 | 0 | -0.2 | nt | -0.8 | 23 | 6 | -1 | -3
COc1cc(OC)cc(-c2nnc(NC(=O)Cc3ccc(F)cc3)o2)c1 | 5 | -5 | -0.5 | i | -0.6 | -2 | -7 | 2 | 3
O=C(NCc1ccco1)/C(=C/c1ccc([N+](=O)[O-])cc1)NC(=O)c1ccco1 | -3 | -8 | -0.2 | i | 2.5 | 5 | -25 | 2 | -4
O=C(CN1CCN(c2ccc(F)cc2)CC1)N1CCC(Cc2ccccc2)CC1 | 2 | -3 | -0.4 | i | -0.7 | 10 | 0 | 2 | 2
c1c2c(cc3sc(N4CCOCC4)nc13)OCCO2 | 2 | -2 | -0.9 | i | -0.6 | -6 | 4 | -2 | -2
O=C(NC(=S)Nn1cnnc1)c1ccccc1Cl | -1 | -3 | 0.0 | i | -0.5 | -3 | 5 | 0 | -6
CN(Cc1ccccc1)S(=O)(=O)c1ccc(Cl)c(C(=O)NCc2cccnc2)c1 | -3 | -3 | -0.1 | i | -0.1 | -4 | -1 | -2 | -11
CCCN1C2CCCC1CC(NC(=O)c1ccc(C(C)(C)C)cc1)C2 (stereo not drawn) | 2 | -5 | -0.6 | i | 0.2 | -6 | -5 | -4 | -10
COc1cc(/C=C(\C#N)c2nc3ccccc3[nH]2)ccc1OC(=O)c1ccco1 | 5 | -6 | 0.2 | i | 3.8 | -2 | -63 | -1 | -18
CCc1ccc(/C=C2/C(=O)N(C)C(=S)N2CC(=O)OC)s1 | 0 | -1 | -0.9 | i | -0.7 | 27 | -6 | 0 | -10
CNC(=O)c1ccsc1NC(=O)CCS(=O)(=O)c1ccc(C)cc1 | 2 | -3 | -0.5 | i | 1.1 | -3 | -3 | 2 | 18
COc1ccc(C(C)=O)cc1CSCCC#N | 5 | -4 | -1.6 | i | -1.0 | -4 | -1 | -3 | 5
COC(=O)CCN(C(=O)c1cc([N+](=O)[O-])cc([N+](=O)[O-])c1)c1ccccn1 | -3 | -1 | 0.2 | i | 1.6 | -2 | -1 | 2 | 9
Cc1ccc(-c2csc(NC(=O)c3cccs3)n2)cc1 | 8 | -5 | -0.8 | i | -0.1 | 14 | -9 | 1 | -3
c1cc(-n2nnc3cnccc32)ccn1 | -1 | -5 | -0.3 | i | -0.7 | -4 | 11 | -4 | -8

# Compound profiles, from the list above. Order of screens: CSN deneddyl inh	bovine MsrA act	TbMetRS inhib	Neddylation inh	MsrA inh	FAS TE block	eLon inh	Rin1 Abl inh	PABP1 MLLE inh
# COc1cc(/C=C(\C#N)c2nc3ccccc3[nH]2)ccc1OC(=O)c1ccco1 in the list: 5	-6	0.2	i	3.8	-2	-63	-1	-18
# CN(Cc1ccccc1)S(=O)(=O)c1ccc(Cl)c(C(=O)NCc2cccnc2)c1 in the list: -3	-3	-0.1	i	-0.1	-4	-1	-2	-11
